C1s block: complement C1s protease inhibitors, primary screen, biochemical, 10-compound mixtures; purified C1s, fluorogenic AMC substrate, pooled mixtures; mean inhibition % of two 10-compound mixtures (active compounds read high), % at 5 µM (by protocol); hit rate 0.16% among 62,000;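 active = inhibition above 20% in each of the two 10-compound mixture wells holding the compound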;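 also: 0% = enzyme wells lacking compound mixture and 100% = no-enzyme blank wells; some compounds called inactive have numbers as strong as hits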
FXIIa mix inh: human factor XIIa inhibitors, primary screen, biochemical, pooled compound mixtures, fluorogenic substrate; Coagulation factor XII (Homo sapiens), P00748; purified FXIIa; inhibition, % at 5 µM; hit rate 0.2% among 62,000;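 also: 0% = enzyme without compound and 100% = no enzyme blank; some results filed as inactive read as strong as hits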
Target sequence (P00748 20-372 limits assumed): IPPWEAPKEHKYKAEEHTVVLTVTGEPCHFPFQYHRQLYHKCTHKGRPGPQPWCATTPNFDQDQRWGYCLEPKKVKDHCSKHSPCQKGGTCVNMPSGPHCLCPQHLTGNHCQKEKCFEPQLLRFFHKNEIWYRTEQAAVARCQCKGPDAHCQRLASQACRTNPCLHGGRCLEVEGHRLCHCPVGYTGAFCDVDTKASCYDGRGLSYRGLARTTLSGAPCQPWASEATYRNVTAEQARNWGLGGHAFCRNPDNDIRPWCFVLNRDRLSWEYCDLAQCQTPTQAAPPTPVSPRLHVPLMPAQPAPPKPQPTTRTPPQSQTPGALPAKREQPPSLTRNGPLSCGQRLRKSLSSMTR
Target sequence (P00748 373-615 limits assumed): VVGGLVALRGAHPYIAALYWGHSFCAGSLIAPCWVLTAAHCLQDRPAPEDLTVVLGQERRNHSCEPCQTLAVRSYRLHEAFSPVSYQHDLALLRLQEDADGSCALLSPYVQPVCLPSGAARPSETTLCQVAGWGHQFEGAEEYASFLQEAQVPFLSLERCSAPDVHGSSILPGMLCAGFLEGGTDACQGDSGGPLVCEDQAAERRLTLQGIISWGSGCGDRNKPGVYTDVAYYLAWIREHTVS
JNK3 inh: JNK3 kinase activity inhibitors, primary screen, biochemical, human, purified enzyme; hit rate 0.61% among 60,000; HTS; inhibition, % at 8 µM; AID 746, 2007; in the data active = inhibition above about 17%;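 also: 0% = DMSO and 100% = reference inhibitor; many of its hits are not listed in these tables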
Target sequence (P53779 whole entry, looked up): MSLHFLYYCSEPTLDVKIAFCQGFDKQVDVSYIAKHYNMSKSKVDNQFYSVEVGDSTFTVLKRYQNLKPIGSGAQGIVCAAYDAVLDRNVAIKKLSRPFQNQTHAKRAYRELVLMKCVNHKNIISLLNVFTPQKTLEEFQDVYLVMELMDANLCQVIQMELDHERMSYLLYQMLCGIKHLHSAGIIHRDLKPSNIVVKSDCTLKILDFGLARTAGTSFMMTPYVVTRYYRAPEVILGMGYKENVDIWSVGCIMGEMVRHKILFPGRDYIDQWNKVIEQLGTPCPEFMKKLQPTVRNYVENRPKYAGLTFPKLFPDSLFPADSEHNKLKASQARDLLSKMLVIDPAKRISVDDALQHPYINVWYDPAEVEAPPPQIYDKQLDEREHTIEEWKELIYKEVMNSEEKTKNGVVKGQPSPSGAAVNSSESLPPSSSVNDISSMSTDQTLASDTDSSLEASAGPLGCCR
ROCK2 blocker: inhibitors of human ROCK2 kinase, primary screen, biochemical, high-throughput, luminescence. purified ROCK2, Kinase-Glo ATP depletion luminescence. hit rate 0.35% among 60,000. inhibition, % at 6 µM;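 active = inhibition above the screen-wide mean inhibition plus 3 SD, cut at about 18% in these data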;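 also: plate controls were DMSO wells for no effect and Y-27632 control wells after no-enzyme background subtraction for full effect; many of its hits are not listed in these tables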
CatS inh: inhibitors of human cathepsin S, biochemical, compound mixtures | P25774 | recombinant cathepsin S, AMC dipeptide fluorescence, pooled mixtures | inhibition, %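 (tested at 5 µM per compound within 10-compound mixtures)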 | hit rate 0.06% among 62,000 | AID 501, 2006; in the data active = inhibition above about 32%, passing the limit was not always enough;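 also: 0% = enzyme without compound and 100% = blank without enzyme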
Cathepsin G inh: human cathepsin G inhibitors, primary screen, biochemical, pooled compound mixtures, AMC fluorescence | inhibition, % at 5 µM (by protocol) | purified enzyme, AMC-tetrapeptide fluorescence | hit rate 0.2% among 62,000 | P08311;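 active = inhibition above 20% in each of the two mixture wells holding the compound; inactive = inhibition of 20% or less in either well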;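 also: 0% = enzyme control without mixture and 100% = blank lacking enzyme; strong numbers were not always called active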
CatL block: inhibitors of human cathepsin L, biochemical | Procathepsin L (Homo sapiens), P07711 | purified cathepsin L, fluorogenic substrate, fluorescence | inhibition, %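 (tested at 10 µM)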 | hit rate 0.17% among 58,000; in the data active = inhibition above about 45%;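 also: 0% = enzyme with no compound and 100% = no enzyme blank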
PKA inh: inhibitors of human PKA kinase activity, primary screen, biochemical, ATP-depletion luminescence, Kemptide substrate. inhibition, % at 6 µM. PKA Kemptide phosphorylation, Kinase-Glo ATP luminescence. cAMP-dependent protein kinase catalytic subunit alpha (Homo sapiens), P17612. hit rate 0.1% among 65,000;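 active = inhibition above the screen-wide mean inhibition plus 3 SD, cut at about 21% in these data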; also: many of its hits are not listed in these tables
FXIa mix inh: FXIa protease inhibitors in compound pools, primary screen, biochemical, 10-compound mixtures. hit rate 0.19% among 62,000. inhibition, % at 5 µM. purified FXIa, fluorogenic substrate, pooled mixtures;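 also: each value is inhibition by a whole ten-compound pool holding the compound; 0% = enzyme with no mixture and 100% = wells lacking enzyme; strong numbers were not always called active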
* = called active by the depositor; . = no result given. Rule as the data show it, unless noted: active = inhibition above about 20% (passing the limit was not always enough); inactive = the rest.

SMILES | C1s block | FXIIa mix inh | JNK3 inh | ROCK2 blocker | CatS inh | Cathepsin G inh | CatL block | PKA inh | FXIa mix inh
COc1cc(C(=O)N(CCCO)Cc2cc3ccc(C)c(C)c3[nH]c2=O)cc(OC)c1OC | 2 | 1 | 1 | 2 | 8 | 8 | 7 | 0 | -4
CN(C)CCCN1C(=O)C(O)=C(C(=O)c2cc3ccccc3o2)C1c1ccccc1 (centres undefined) | . | . | 10 | 12 | . | . | 16 | 6 | .
COc1ccc(-n2c(CNC(=O)c3cc(OC)c(OC)c(OC)c3)n[nH]c2=S)cc1 | 14 | 5 | 7 | 2 | -10 | 11 | 5 | 3 | -9
C=CCN(c1ccc(C(=O)N2CCN(c3ccc(F)cc3)CC2)cc1)S(C)(=O)=O | -39 | 3 | 1 | 2 | 11 | -2 | . | -2 | -16
CCCS(=O)(=O)N1CCCC(C(=O)NCCCN(C)c2ccccc2)C1 (centres undefined) | 4 | 5 | -2 | 5 | 12 | -2 | 10 | 4 | 1
O=C(NCCN1CCN(c2ccccc2F)CC1)C1c2ccccc2C(=O)N2CCc3ccccc3C12 (centres undefined) | -24 | 3 | -2 | -2 | -7 | -10 | 0 | 1 | 2
Cc1cc(C)c(S(=O)(=O)Nc2nnc(C)s2)c(C)c1 | 14 | 5 | 3 | 6 | -10 | 8 | 5 | 6 | 8
CCN1CCC(NC(=O)c2cc(OC)c(OC)cc2OC)CC1 | -6 | 3 | 0 | 6 | 2 | 0 | 23 | 10 | 1
CCOC(=O)c1ccccc1NC(=O)CSc1nnnn1C1CCCCC1 | -6 | -17 | -12 | 0 | 14 | -2 | -1 | 6 | 2
O=C(CCCCCn1c(SCc2ccncc2)nc2ccccc2c1=O)NCc1ccco1 | 4 | -3 | 18* | 9 | 48 | 5 | 10 | 16 | -3
CC(=O)c1sc(NC(=O)c2ccccc2F)nc1C | 6 | 2 | 11 | -15 | -6 | 8 | -6 | -5 | -2
COCCNc1oc(COc2cccc(C)c2)nc1C#N | 32 | 6 | 6 | 2 | 19 | 1 | 17 | 3 | 1
O=c1c2c(nc3c(-c4cccc5ccccc45)c[nH]n13)CCC2 | -45 | 4 | -4 | 2 | 3 | -14 | 14 | -2 | -7
CCSC1=C(C#N)C2(CCCC2)C(C#N)=C(N)N1 | 1 | 2 | 6 | 1 | 24 | -2 | 10 | -3 | 9
CCOc1ccc(C2CC(c3ccc(Br)cc3)Nc3nc(N)nn32)cc1 (centres undefined) | -10 | 0 | 4 | -3 | -2 | -7 | . | 5 | 6
C=CCNc1ncnc2c1cnn2-c1ccc(C)cc1C | 1 | 6 | -3 | 4 | -6 | -2 | . | 2 | 5
CCOCCCNC(=O)c1c[nH]c2ccc(S(=O)(=O)Nc3cccc(OC)c3)cc2c1=O | -11 | -7 | -3 | -1 | 3 | -10 | -1 | 3 | -6
CCOC(=O)CSc1nc(C)c(C(C)=O)cc1C#N | . | . | -5 | -6 | . | . | 11 | 2 | .
COC(=O)CCC(=O)COc1ccccc1C#N | 1 | 6 | 5 | 5 | 11 | 9 | 19 | 2 | -1
CCCP(=O)(CC(=O)O)c1ccccc1 (centres undefined) | 13 | -3 | -4 | 4 | -2 | 13 | 2 | 11 | 13
O=C(O)c1cccc(S(=O)(=O)Nc2ccccc2Cl)c1 | -26 | -2 | 2 | -10 | 18 | -11 | -1 | -1 | 4
CCN(CC)CCNC(=O)c1ccc(CS(=O)(=O)c2ccc(Br)cc2)o1 | -50 | 2 | 2 | 4 | -10 | -3 | -17 | 10 | -10
COc1ccc(C(NC(C)=O)c2ccc3cccnc3c2O)c(OC)c1 (centres undefined) | -26 | -15 | 5 | 5 | 8 | 4 | 6 | 11 | 12
O=C(CN(Cc1ccco1)C(=O)CNS(=O)(=O)c1ccc(F)cc1)NCCc1ccccc1 | -163 | 14 | 1 | -3 | -10 | -13 | 19 | 0 | -27
CCC(CC)COC(=O)C(C#N)c1nc2ccccc2nc1N1CCN(CC)CC1 (centres undefined) | -13 | 3 | -4 | -3 | 14 | -5 | 22 | -2 | 1
CCCCOC(=O)Cc1c(O)c2ccccc2[nH]c1=O | -127 | -12 | -4 | 0 | -13 | -12 | -8 | -6 | -14
CC1Cc2nc(SCC(=O)Nc3ccc(F)cc3)n(C)c(=O)c2S1 (centres undefined) | -9 | 0 | 1 | -2 | 13 | -1 | 5 | 3 | 9
O=C(c1cccs1)N(CC1CCCO1)c1nc(-c2ccccc2)cs1 (centres undefined) | -1 | 3 | 4 | 4 | 30 | 9 | . | 8 | 7
Cc1cc(NC(=O)COC(=O)c2cccc(S(=O)(=O)N3CCOCC3)c2)no1 | -16 | -2 | -3 | 7 | -4 | -15 | -2 | 4 | -3
COC(=O)c1ccc(C2C(C(=O)c3cc4ccccc4o3)=C(O)C(=O)N2CCCN(C)C)cc1 (centres undefined) | . | . | 8 | 11 | . | . | 16 | 8 | .
COc1ccccc1NCCC(=O)OCC(=O)Nc1ccc(Cl)cn1 | 0 | 4 | 6 | -2 | -6 | -3 | 4 | 6 | -1
CCOC(=O)N1CCN(S(=O)(=O)c2ccc(C(=O)Nc3ccc(F)cc3F)cc2)CC1 | -9 | 2 | -1 | 3 | -5 | 6 | 3 | 2 | -2
Cc1ccccc1Cn1c(=N)n(CC(O)c2ccco2)c2ccccc21 (centres undefined) | -13 | -31 | 1 | -2 | 12 | 1 | 1 | 0 | 5
COc1cc(S(=O)(=O)N2CCN(Cc3ccc4c(c3)OCO4)CC2)c(C)cc1C | -4 | 7 | 4 | 2 | 2 | -2 | 2 | 4 | -3
O=C(CCn1c(=O)c2ccccc2n(CC(=O)NCCC2=CCCCC2)c1=O)NCc1ccco1 | -11 | 11 | -7 | 0 | -2 | -10 | 11 | -1 | -6
O=C(Nc1ccccc1N1CCCC1)c1cccnc1 | -27 | -14 | 6 | 3 | 7 | 4 | 11 | 3 | 1
Cc1ccc(OCCn2c(=O)cnc3ccccc32)cc1 | -2 | 5 | -1 | -2 | 3 | 7 | 16 | 1 | -6
O=C(c1nc2n(n1)C(c1ccc(Cl)cc1)C=C(c1ccccc1)N2)N1CCOCC1 (centres undefined) | 9 | 1 | 0 | 7 | -11 | 12 | -5 | 4 | 5
O=C(O)CCCC(=O)NCCc1ccncc1 | 9 | 8 | . | . | 2 | 7 | -1 | 5 | -2
COc1ccc(CC(=O)N(Cc2cc3cc(OC)ccc3[nH]c2=O)C(C)C)cc1 | 8 | 2 | -1 | -2 | -1 | 13 | -22 | -5 | 5
CC(=O)Nc1cccc(Cn2cccn2)c1 | -5 | 5 | -3 | 5 | -1 | -8 | 0 | 8 | -5
CCOC(=O)c1sc(-c2ccccc2)cc1NC(=O)CSc1nnnn1C | -1 | 7 | -3 | 4 | 9 | 5 | 16 | 3 | -5
O=C(CSc1nnc(NC(=O)C2CC2)s1)Nc1ccc(F)cc1 | -7 | 2 | -4 | 3 | -3 | -11 | -3 | 1 | 3
Cc1ccc(-c2nnc(SCC(=O)Nc3ccccc3N3CCOCC3)o2)cc1 | 18 | 2 | -1 | -1 | 8 | 11 | -3 | -6 | 7
O=C(O)c1ccccc1NC(=O)C1CCCO1 (centres undefined) | 5 | 2 | -2 | 9 | 3 | 1 | 13 | 11 | -3
O=C1N(Cc2ccccc2)CCCC12CCCN(Cc1ccccc1)C2=O | -4 | 5 | -4 | -1 | 18 | -3 | 22 | -5 | 12
O=C(Cc1c(F)cccc1Cl)NCC1CCCO1 (centres undefined) | -2 | 8 | -4 | 2 | 3 | 8 | -17 | 6 | -2
COCCCNC(=O)CC(NS(=O)(=O)c1ccc(Cl)cc1)c1ccco1 (centres undefined) | 11 | 7 | 4 | 6 | 8 | 11 | 11 | 3 | 2
COC(=O)c1cc(C(=O)OC)n(Cc2ccc(F)cc2)n1 | 42 | -13 | 1 | 5 | 9 | 51 | 9 | 2 | 45
O=C(CCCn1c(=S)[nH]c2ccc(Br)cc2c1=O)N1CCN(c2ccccn2)CC1 | 18 | 8 | . | . | -5 | 10 | 0 | -4 | 8
COc1ccccc1C1C(C(C)=O)=C(O)C(=O)N1CCc1ccccc1 (centres undefined) | 10 | -21 | 1 | 0 | 6 | 12 | 12 | -5 | 2
COC(=O)c1ccc(=O)n(Cc2ccc3c(c2)OCO3)c1 | . | . | 7 | 10 | . | . | 5 | 7 | .
O=C(O)c1ccc2c(c1)N(Cc1ccccc1F)C(=O)c1ccccc1S2=O (centres undefined) | 11 | -17 | -3 | 4 | -3 | 11 | 0 | 2 | 3
Cc1scc(C(=O)N2CCN(S(C)(=O)=O)CC2)c1-c1ccccc1 | -10 | 5 | -2 | 6 | 26 | -6 | 30 | 9 | -3
CN(CP(=O)(O)CCc1ccccc1)S(C)(=O)=O | 8 | 13 | 9 | 5 | -3 | 9 | 10 | 14 | 8
CSc1ccccc1NC(=O)c1ccoc1C | -1 | 5 | -2 | 3 | 6 | 0 | 0 | -1 | 2
Cc1cccc2cc(CN(Cc3cccnc3)C(=O)c3ccncc3)c(=O)[nH]c12 | 18 | -26 | 6 | -4 | 3 | 15 | 10 | -6 | 5
O=C(Nc1cnn(Cc2ccc(Cl)cc2Cl)c1)c1cc(-c2cccs2)on1 | -28 | -1 | 3 | 4 | 5 | -3 | 17 | 3 | 8
O=C1NCCCC1C(=O)Nc1ccccn1 (centres undefined) | 1 | -42 | -2 | 2 | 9 | -2 | -1 | -4 | 4
Cc1ccc(C(=O)Cn2c(N3CCOCC3)nc3c2c(=O)n(C)c(=O)n3C)cc1 | 4 | 5 | -6 | 2 | 16 | 0 | 20 | 1 | 9
The list goes on:
SMILES | C1s block | FXIIa mix inh | JNK3 inh | ROCK2 blocker | CatS inh | Cathepsin G inh | CatL block | PKA inh | FXIa mix inh
CCOC(=O)c1c(/N=C/N(C)C)sc(C(=O)OC)c1C | -4 | 24 | . | . | 17 | 7 | 9 | 2 | 6
C=CCn1c(SCC(=O)NC2CCCC2)nc2scc(-c3ccco3)c2c1=O | 4 | 2 | -4 | -1 | 8 | 1 | -9 | 2 | 11
Cc1ccc(N2C(=O)c3n[nH]c(C)c3C2c2cccnc2)cc1 (centres undefined) | 19 | -20 | 3 | -5 | 2 | 12 | -6 | -6 | 7
Cc1nc2c3c4c(sc3n3c(SCC(=O)NCc5ccco5)nnc3n2n1)COC(C)(C)C4 | 10 | 1 | . | . | 6 | 6 | 0 | -2 | 5
CCCOc1ccc(N2CC(C(=O)Nc3ccccc3F)CC2=O)cc1 (centres undefined) | 0 | -3 | -2 | -7 | 10 | -3 | 25 | 2 | 5
COC(=O)c1ccc2c(=O)n(CCCN3CCOCC3)c(=S)[nH]c2c1 | -12 | -2 | -3 | 6 | 4 | 3 | . | 6 | -1
CCN=C1SC(CC(=O)Nc2ccccc2)C(=O)N1CC (centres undefined) | -126 | -16 | -11 | 0 | -21 | -24 | 4 | 2 | -17

One compound at a time, from the list above. Screens in order: C1s block, FXIIa mix inh, JNK3 inh, ROCK2 blocker, CatS inh, Cathepsin G inh, CatL block, PKA inh, FXIa mix inh
O=C(CSc1nnc(NC(=O)C2CC2)s1)Nc1ccc(F)cc1 as listed: -7, 2, -4, 3, -3, -11, -3, 1, 3
O=C(O)c1cccc(S(=O)(=O)Nc2ccccc2Cl)c1 as listed: -26, -2, 2, -10, 18, -11, -1, -1, 4
C=CCN(c1ccc(C(=O)N2CCN(c3ccc(F)cc3)CC2)cc1)S(C)(=O)=O as listed: -39, 3, 1, 2, 11, -2, ., -2, -16
CCCOc1ccc(N2CC(C(=O)Nc3ccccc3F)CC2=O)cc1 (centres undefined) as listed: 0, -3, -2, -7, 10, -3, 25, 2, 5
COc1cc(C(=O)N(CCCO)Cc2cc3ccc(C)c(C)c3[nH]c2=O)cc(OC)c1OC as listed: 2, 1, 1, 2, 8, 8, 7, 0, -4

Screens from PubChem.
